USP1 inh: USP1/UAF1 (human) deubiquitinase inhibition; O94782; recombinant USP1/UAF1, Ub-Rhodamine cleavage fluorescence; Potency, µM (highest dose often 57.1 µM), for inactives: at the top dose activity change, negative = inhibition, usual class: inhibitors; hit rate 0.23% among 390,000; AID 743255; note: potency is the fitted concentration of half-maximal effect; % is set by controls: 0 for no effect and ±100 for the full control effect; nearly all actives have a fitted effect of over 60% in size; inactives centre near -12
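1 nM enzyme complex + cpd, 15 min RT; start with Ub-Rho 150nM final; kinetic fluorescence ex 480/em 540, 6 reads q60 s. Buffer 50mM HEPES pH 7.8, 0.5mM EDTA, 0.1 mg/ml BSA, 1mM TCEP, 0.01% Tween-20.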
Vif-APOBEC3F blk: inhibitors of Vif-A3F interaction | hit rate 0.2% among 390,000 | AID 602313 | Potency, µM (top dose mostly 46.1 µM), for inactives: at the top dose activity, negative = active | HeLa A3F-eYFP + Vif (tagged APOBEC3F with the HIV-1 protein that degrades it), YFP fluorescence increase; note: potency is the fitted concentration of half-maximal effect; % of control where 0% means no effect; nearly all actives have a fitted effect of over 65% in size
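HeLa cells stably expressing A3F-eYFP plus Vif, plated and incubated overnight at 37 deg C, then exposed to compounds overnight at 37 deg C. Blocked degradation read as raised yellow fluorescence (Ex 488/Em 500-530).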
Vif-APOBEC3G blk: inhibitors of Vif-APOBEC3G interaction | Q9HC16 | HeLa A3G-eYFP + Vif (tagged APOBEC3G with the HIV-1 protein that degrades it), YFP fluorescence, overnight | Potency, µM (titrated, usually from 46.1 µM), for inactives: at the highest dose activity, negative = active, hits mostly inhibitors | hit rate 0.076% among 410,000;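 note: potency is the fitted concentration of half-maximal effect; % is set by controls: 0 for no effect and ±100 for the full control effect; nearly all actives have a fitted effect of over 60% in size; hits raise eYFP signal because A3G escapes Vif-driven loss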
Target sequence (Q9HC16 whole entry, looked up): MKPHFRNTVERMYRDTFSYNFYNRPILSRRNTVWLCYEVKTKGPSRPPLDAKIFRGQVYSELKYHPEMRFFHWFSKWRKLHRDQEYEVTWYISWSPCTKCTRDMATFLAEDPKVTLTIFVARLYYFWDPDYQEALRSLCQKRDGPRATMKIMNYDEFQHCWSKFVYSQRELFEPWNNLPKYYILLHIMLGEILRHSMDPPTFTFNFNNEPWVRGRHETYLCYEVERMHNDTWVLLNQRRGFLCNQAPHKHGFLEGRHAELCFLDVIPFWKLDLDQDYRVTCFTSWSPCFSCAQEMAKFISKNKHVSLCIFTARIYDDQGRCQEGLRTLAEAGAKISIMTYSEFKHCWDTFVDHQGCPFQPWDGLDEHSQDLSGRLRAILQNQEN
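Read-out is eYFP fluorescence (Ex 488/Em 500-530) from Vif-expressing HeLa A3G-eYFP cells; more signal means A3G escaped Vif-mediated degradation. Cells plated overnight, compound pinned in, incubated overnight at 37 deg C.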
GRP78 ERSR act: induces the endoplasmic reticulum stress response in human glioma cells | hit rate 0.02% among 420,000 | AID 602332 | U87-MG GRP78 promoter luciferase reporter, 16 h | Potency, µM, without a hit: at the top dose activation, actives largely listed as activators; note: potency is the fitted concentration of half-maximal effect; series mostly up to about 76 µM; % of control where 0% means no effect; nearly all actives have a fitted effect of over 35% in size
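Stably transfected U87-MG glioma cells carrying a GRP78-based luciferase sensor; 16 h compound incubation. Luminescence end-point read 10 min after Bright-Glo addition at room temperature.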
rTrxR1 inhibitor: inhibitors of rat thioredoxin reductase 1; hit rate 1% among 390,000; recombinant rTrxR1, NADPH fluorescence consumption, selenite substrate; O89049; Potency, µM (top dose mostly 114 µM), for inactives: top-dose activity change, negative = inhibition, actives largely listed as inhibitors; note: potency is the fitted concentration of half-maximal effect; % is set by controls: 0 for no effect and ±100 for the full control effect; nearly all actives have a fitted effect of over 65% in size
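Rat TrxR1 (90 nM in the dispensed reagent) was pre-reduced with 400 uM NADPH for 5 min at room temperature, then incubated with compound for 15 min. After 400 uM selenite was added, NADPH fluorescence (Ex 340/Em 450 nm) was followed for 8 min.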
LDHA inh: inhibitors of human lactate dehydrogenase A; hit rate 0.15% among 480,000; purified LDHA, NADH/diaphorase-resazurin fluorescence; stronger effect = lower value; activity change, % (values are at about 110 or 230 µM); P00338; in the data active = activity change below about -30%; inconclusive = mostly about -25% to -30%;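 note: plate controls were DMSO wells for no effect and wells without enzyme for full effect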
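Human LDH5 at 2 nM final in Tris HCl pH 7.4 with 0.06 mM NADH and 0.2 mM pyruvate, reacted 5 minutes at room temperature. Remaining NADH coupled via diaphorase/resazurin; resorufin fluorescence read at 0 and 20 minutes, normalized to enzyme-free and DMSO wells.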
RGS4 inh: blocks human RGS4-accelerated GTP hydrolysis | Transcreener GDP fluorescence polarization, RGS4-accelerated GTP hydrolysis | AID 504845 | Potency, µM (doses to about 114 µM), for inactives: at the highest dose activity change, negative = inhibition, actives largely listed as inhibitors | hit rate 0.039% among 390,000 | P49798; note: potency is the fitted concentration of half-maximal effect; % is set by controls: 0 for no effect and ±100 for the full control effect; nearly all actives have a fitted effect of over 75% in size; some results filed as inactive show a strong effect at the top dose
Target sequence (P49798 whole entry, looked up): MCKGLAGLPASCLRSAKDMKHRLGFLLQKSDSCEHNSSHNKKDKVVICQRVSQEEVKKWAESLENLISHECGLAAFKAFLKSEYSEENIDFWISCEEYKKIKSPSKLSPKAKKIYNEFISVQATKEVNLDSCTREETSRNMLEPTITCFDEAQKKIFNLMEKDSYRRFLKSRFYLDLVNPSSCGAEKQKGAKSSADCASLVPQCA
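MLSMR compounds (23 nl, pin-transferred) preincubated 10 min at room temperature with a 500nM (2x) first reagent, then RGS4 at 900nM (2x) plus Transcreener GDP mix added; fluorescence polarization (620/688 nm) read before and after 90 min at 30 °C.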
IDH1 R132H inh: human IDH1 R132H inhibition; Potency, µM (doses to about 76.6 µM), inactives show at the top dose activity change, negative = inhibition, most hits filed as inhibitors; hit rate 0.093% among 390,000; IDH1-R132H enzyme, NADPH consumption, diaphorase/resazurin fluorescence; note: potency is the fitted concentration of half-maximal effect; % is set by controls: 0 for no effect and ±100 for the full control effect; nearly all actives have a fitted effect of over 65% in size
Target sequence (O75874 whole entry R132H, stated change not applied): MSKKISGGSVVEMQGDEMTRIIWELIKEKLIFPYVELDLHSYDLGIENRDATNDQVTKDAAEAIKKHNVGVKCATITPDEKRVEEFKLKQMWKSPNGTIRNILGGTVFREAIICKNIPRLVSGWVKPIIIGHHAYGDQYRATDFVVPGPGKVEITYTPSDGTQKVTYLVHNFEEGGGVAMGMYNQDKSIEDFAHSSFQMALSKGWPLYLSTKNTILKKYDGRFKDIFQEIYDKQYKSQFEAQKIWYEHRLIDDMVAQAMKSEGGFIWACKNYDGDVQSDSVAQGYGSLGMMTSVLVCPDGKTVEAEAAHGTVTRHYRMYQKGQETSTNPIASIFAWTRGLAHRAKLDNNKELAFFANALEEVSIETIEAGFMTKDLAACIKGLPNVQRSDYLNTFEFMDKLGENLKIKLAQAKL
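IDH1-R132H (0.5 ug/mL) preincubated 30 min with compound, then NADPH (0.016 mM) and alpha-KG (2 mM) added; 80 min at RT, pH 7.5. Remaining NADPH coupled via diaphorase/resazurin to fluorescence (540/590 nm); concentration-response curves normalized to no-enzyme control.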
TrxR1 substrate: is turned over as a substrate by rat TrxR1; purified TrxR1 substrate turnover, NADPH consumption readout; Potency, µM (titrated, usually from 114 µM), without a hit: top-dose activity change, negative = substrate turnover; hit rate 0.01% among 390,000; AID 588456; note: potency is the fitted concentration of half-maximal effect; % is set by controls: 0 for no effect and ±100 for the full control effect; nearly all actives have a fitted effect of over 50% in size
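Rat TrxR1, dispensed at 90 nM, was prereduced with 400 uM NADPH (final) for 5 min at ~22 deg C, then incubated with compound 15 min before 400 uM selenite. A first-read NADPH fluorescence drop versus no-compound background flagged substrates.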
* = called active by the depositor; ? = inconclusive; . = no result given; & = joins results of further samples; [ ] = remark or other dose. Unless noted, calls come from the whole dose curve; as a rule, active = well fitted curve in the direction sought with a large enough effect; inconclusive = small, poorly fitted or top-dose-only effect, or another doubt; inactive = no such curve, though single readings can be large; an effect the other way counts as inactive or inconclusive.

SMILES	USP1 inh	Vif-APOBEC3F blk	Vif-APOBEC3G blk	GRP78 ERSR act	rTrxR1 inhibitor	LDHA inh	RGS4 inh	IDH1 R132H inh	TrxR1 substrate
Cc1nc(-c2ccc(S(=O)(=O)NCc3ccccc3Cl)cc2)co1	-33%	-1%	-5%	0%	23%[57.1 µM]	-7	6%	-6%	7%[57.1 µM]
CCn1c(C)c(C)c2cc(C(=O)NCCc3cc(OC)c(OC)c(OC)c3)ccc21	?	0%	3%	-4%	11%[57.1 µM]	-1	-27%	-19%	0%[57.1 µM]
C/C(=N\NC(=O)c1nnn(-c2nonc2N)c1-c1ccccc1)c1ccccc1O	-8%	?	1%	-7%	-3%	-5	13%	-6%	-11%
Cc1ccccc1NC(=O)CSC1=NCCN1	-17%	-3%	1%	-4%	17%[57.1 µM]	-3	-15%	-1%	7%[57.1 µM]
COc1ccc(NC2CCCCC2NS(=O)(=O)c2ccc(C)cc2)cc1 (stereo not given)	-15%	1%	0%	3%	-12%	6	-22%	1%	-4%
CN(C(=O)c1cccc(NC(=O)Cc2ccc(NC(=O)C3CCN(C(=O)C4CCCC4)CC3)cc2)c1)C1CCC1	-9%	2%	-1%	-3%	15%	-9	17%	2%[38.3 µM]	-2%
COc1ccc(C2NC(=O)NC(O)(C(F)(F)F)C2C(=O)c2ccc(C)cc2)cc1 (stereo not given)	7%	-2%	0%	-2%	-2%	-2	-14%	0%	8%
COc1ccc(C(=O)N2CCc3ccccc3C2)cc1S(=O)(=O)N1CCCC1	-2%	-1%	1%	-1%	.	-4	.	-5%	.
CCc1ccc(Cn2ncc3c(C(=O)O)cc(C)nc32)cc1	-11%	13%	0%	-3%	6%	0	?	-4%	7%
COc1ccc(-c2nn3c(-c4cc(C)[nH]n4)nnc3s2)cc1	.	.	1%	-4%	13%	1	-11%	.	0%
CCc1cccc(-n2c(C)nc3c(cnn3-c3ccc(Cl)cc3)c2=O)c1	-7%	0%	1%	1%	29%	-4	5%	-1%	8%
O=C(NCC(c1ccco1)N1CCCC1)c1cc2cc(Cl)ccc2o1 (stereo not given)	-2%	1%	-3%	0%	-11%	-3	-29%	11%	-7%
CCOc1ccccc1NC(=O)Cn1c(=O)n(CCCC(=O)NCCOC)c(=O)c2cc(OC)c(OC)cc21	-6%	-15%	3%	-3%	1%	-10	16%	17%	-1%
CCOc1ccc(C2C(=O)N(C3CCCCCC3)CC(=O)N2Cc2ccccc2)cc1OC (stereo not given)	-10%	8%	-2%	-3%	29%[57.1 µM]	3	-2%	4%	3%[57.1 µM]
CCOc1ccc(NC(=O)C(c2ccccn2)N(C(=O)CCl)c2ccc(OC)cc2)cc1 (stereo not given)	-22%	1%	-6%	0%	?	24	?	6%	-7%
CN(C)c1ccc(NC(=S)N(CCc2ccccc2)C2CC(=O)N(c3c(Cl)cccc3Cl)C2=O)cc1 (stereo not given)	-6%	-4%	6%	-1%	?	-5	-2%[11.4 µM]	-1%	7%[57.1 µM]
C=C(C)CN1CCN(S(=O)(=O)c2ccc(C)c(N(C)S(=O)(=O)c3ccc(C)cc3)c2C)CC1	-15%	1%	0%	-3%	7%	-1	0%	1%	-5%
O=C(Nc1ncc([N+](=O)[O-])s1)c1cccc([N+](=O)[O-])c1	2%	-1%	-2%	0%	39%[0.0914 µM]	-15	10%	40%[activator]	-5%[57.1 µM]
Cc1ccc(C(=O)Nc2nccs2)s1	-2%	-14%	2%	?	13%	-3	-1%	20%	-1%
COc1ccc(OC)c(-n2c(-c3ccccc3)n[nH]c2=S)c1	-11%	4%	2%	-1%	-33%	-1	6%	-1%	-1%
CN(Cc1ccc(O)cc1)C1CCCCC1	-5%	-3%	3%	-4%	-7%	-1	-2%	12%	-3%
O=C(Cc1ccccc1)NCCc1ccc(Cl)cc1Cl	1%	-15%	-5%	-2%	-10%[57.1 µM]	-1	-2%	5%	-3%[57.1 µM]
O=C(CCN1C(=O)c2ccccc2C1=O)NC(=S)Nc1cccc(Cl)c1	-7%	-17%	1%	-4%	-19%	-3	11%	-1%	-9%
Cc1onc(-c2c(Cl)cccc2Cl)c1C(=O)NC(C)(C)CO	4%	-1%	0%	1%	13%[57.1 µM]	-12	36%	12%	6%[57.1 µM]
Cc1[nH]c(=O)c(C(=O)/C=C/c2ccccc2F)c2c1CCCC2	-16%	1%	?	-12%	?	5	-47%	9%	-3%
Going on with the list:
SMILES	USP1 inh	Vif-APOBEC3F blk	Vif-APOBEC3G blk	GRP78 ERSR act	rTrxR1 inhibitor	LDHA inh	RGS4 inh	IDH1 R132H inh	TrxR1 substrate
O=C(Nc1ccncc1)c1cnn2c1NC(=C1CC1)C=C2C(F)F	.	.	-3%	-4%	-10%	-3	.	.	-1%
CCOc1ccccc1N1CCN(C(=O)COc2ccc3c(C)cc(=O)oc3c2)CC1	-19%	3%	7%	0%	0%	-2	4%	5%	7%
CN(C)c1ccc(C2(c3ccc(N(C)C)cc3)OC(=O)c3cc(N)ccc32)cc1	-24%	3%	-8%	-1%	8%	13	-6%[56.9 µM]	4%	0%
COc1cc(OC)cc(-c2c(C#Cc3ccsc3)c3cc(-c4cnc(OC)nc4)ccc3n2C)c1	-26%	1%	0%	-2%	63%[activator][57.1 µM]	-1	-21%	4%	68%[activator]
COc1ccc(CCNC(=O)COc2ncnc3ccccc23)cc1OC	-18%	?	0%	-4%	12%	-9	-10%	-2%	8%[57.1 µM]
COc1ccc(C2CC(=O)c3cnc(NC(=O)c4cccc(OC)c4)nc3C2)cc1 (stereo not given)	-17%	-3%	-2%	-5%	17%	-9	-5%	-1%	7%
Cn1cc(C(=O)Nc2ccc(F)c(F)c2)cn1	-11%	1%	2%	-1%	-2%[57.1 µM]	-4	-1%	7%	4%[57.1 µM]
O=C(NCCCc1nc2ccccc2n1Cc1ccccc1)C1CCCCC1	-13%	1%	-1%	-3%	15%	3	11%	0%	7%
Cc1ccn2c(=O)cc(CSc3nnc(C)s3)nc2c1	-15%	6%	0%	-3%	5%[57.1 µM]	3	11%	-1%	0%[57.1 µM]
COC(=O)c1ccc(S(=O)(=O)N(C2CCCCC2)C2CCCCC2)n1C	-29%	8%	2%	-5%	29%	-6	-8%	-1%	1%
O=C(NCCS(=O)(=O)N1CCN(c2ccccc2F)CC1)C1CC(=O)N(c2ccccc2)C1 (stereo not given)	-12%&-15%	-5%&-6%	0%&3%	-3%&-1%	24%	-4&2	6%&-27%	-2%&7%	-1%
CS(=O)(=O)c1ccccc1C(=O)NCCC(c1ccccc1)c1ccccc1	-4%	6%	-2%	0%	9%	-1	13%	4%	1%
COc1ccccc1OCCOCCOc1c(C)cc(C)cc1Br	-24%	-17%	-7%	-2%	4%	4	-16%	2%	-3%
Cc1ccc2c(C)c(C(=O)N(C)C(C)c3ccon3)oc2c1C (stereo not given)	?	-1%	-6%	7%	3%	-4	-8%	-5%	-5%
O=C(COC(=O)/C=C/c1ccco1)NCc1ccccc1Cl	-12%	-2%	-6%	-3%	-17%	-4	9%	2%	1%
COc1cccc(-c2nc(=S)c3c(n2Cc2ccco2)CCCC3)c1	?	-6%	-2%	-1%	?	5	-41%	1%	-3%
CS(=O)(=O)c1ncc(Cl)c(C(=O)N2CCN(c3cccc(Cl)c3)CC2)n1	2%	8%	-12%	-11%	0.89µM*	-1	?	3%	1%
Cn1cccc1C(=O)NC(=O)COC(=O)c1cc([N+](=O)[O-])ccc1Cl	-18%	10%	0%	-2%	31%[57.1 µM]	-8	14%	11%	6%[57.1 µM]
NS(=O)(=O)c1ccc(N2N=C(c3ccccc3)CC2c2ccccc2Br)cc1 (stereo not given)	-24%	7%	-3%	9%	66%[activator]	-5	15%	-29%	408%[activator]
CC(C)CCN1CCN(Cc2cccn2-c2ccc(Cl)cn2)CC1CCO (stereo not given)	?	6%	-5%	-4%	17%[11.4 µM]	-1	0%	3%	10%[57.1 µM]
COc1ccc(C(=O)NC(C)c2nc3ccccc3n2C)cc1OC (stereo not given)	-3%	-9%	1%	-3%	6%[57.1 µM]	-4	-4%	3%	-1%[57.1 µM]
O=C(CNC(=O)c1ccco1)N/N=C/c1ccc(O)cc1O	-6%	-16%	0%	-3%	-9%	5	-3%	-10%	-3%
COc1cccc2cc(C(=O)Nc3cc(Cl)ccc3N3CCOCC3)c(=O)oc12	-6%	2%	0%	2%	5%	-10	-2%	-10%	-6%
COc1cccc(-c2nc(CS(=O)(=O)CC(=O)Nc3cccc(C)c3C)c(C)o2)c1	-24%	0%	-11%	-1%	?	-10	8%	-2%	15%[57.1 µM]
O=C(COc1ccc(S(=O)(=O)N2CCCC2)cc1)NCc1ccccn1	?	-1%	1%	1%	28%	-8	-16%	7%	10%
Cn1cnc2cc(NC(=O)c3cccs3)ccc21	-25%	-25%	-6%	-3%	14%	0	-19%	10%	4%
Cc1ccc2nc(-c3ccc(C)o3)c(Nc3ccccc3)n2c1	.	.	.	.	18µM*	10	-124%	.	24%

Bioassay records deposited in PubChem by National Center for Advancing Translational Sciences (NCATS).

A portion of the library; rates above refer to the full screens.
